# Screens from PubChem BioAssay.
# mIAP inh: inhibitors of mouse IAP, primary screen, biochemical, luminescence, uHTS | intestinal alkaline phosphatase [Mus musculus] | purified mouse IAP, CDP-Star luminescence, 30 min | inhibition, % at 10 µM | 0.2% of 330,000 active;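 active = inhibition of at least 40% at 10 µM in the primary screen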;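 note: plate controls were DMSO with enzyme for no effect and no enzyme wells for full effect; values of inactives mirror those of a sister screen read the other way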
# APOBEC3G inh: APOBEC3G DNA deaminase inhibitors, primary screen, biochemical, fluorescence, single-stranded DNA substrate, uHTS; DNA dC->dU-editing enzyme APOBEC-3G (Homo sapiens), Q9HC16; recombinant A3G, ssDNA deamination FAM/TAMRA fluorescence; inhibition, % at 20 µM; 0.28% of 330,000 active; AID 493012, 2011;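 active = inhibition of at least 40% at 20 µM, with no more than 30% in the related APOBEC3A deaminase screen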;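 note: plate controls were DMSO wells with A3G for no effect and wells lacking A3G enzyme for full effect; some compounds called inactive have numbers as strong as hits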
# Target sequence (Q9HC16 whole entry, looked up): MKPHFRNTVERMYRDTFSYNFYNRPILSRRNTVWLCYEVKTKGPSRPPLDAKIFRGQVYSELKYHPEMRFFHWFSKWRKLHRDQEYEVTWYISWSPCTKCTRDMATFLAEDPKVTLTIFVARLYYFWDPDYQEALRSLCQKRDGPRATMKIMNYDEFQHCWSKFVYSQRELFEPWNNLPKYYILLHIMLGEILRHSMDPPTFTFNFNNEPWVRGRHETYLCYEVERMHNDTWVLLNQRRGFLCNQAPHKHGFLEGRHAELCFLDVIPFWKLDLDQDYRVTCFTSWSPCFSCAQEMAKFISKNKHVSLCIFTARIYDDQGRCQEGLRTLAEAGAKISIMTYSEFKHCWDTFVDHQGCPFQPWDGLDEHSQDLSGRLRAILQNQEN
# hIAP block: human IAP inhibitors, primary screen, biochemical, luminescence, uHTS; purified IAP, CDP-Star luminescence, 30 min; Intestinal-type alkaline phosphatase (Homo sapiens), P09923; inhibition, % at 10 µM; AID 2544, 2010; 0.12% of 330,000 active;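 active = inhibition reaching a set limit with compound at 10 µM in the primary screen, cut at about 35% in these data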;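 note: plate controls were DMSO wells with enzyme for no effect and no-enzyme buffer wells for full effect; values of inactives mirror those of a sister screen read the other way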
# Target sequence (P09923 whole entry, looked up): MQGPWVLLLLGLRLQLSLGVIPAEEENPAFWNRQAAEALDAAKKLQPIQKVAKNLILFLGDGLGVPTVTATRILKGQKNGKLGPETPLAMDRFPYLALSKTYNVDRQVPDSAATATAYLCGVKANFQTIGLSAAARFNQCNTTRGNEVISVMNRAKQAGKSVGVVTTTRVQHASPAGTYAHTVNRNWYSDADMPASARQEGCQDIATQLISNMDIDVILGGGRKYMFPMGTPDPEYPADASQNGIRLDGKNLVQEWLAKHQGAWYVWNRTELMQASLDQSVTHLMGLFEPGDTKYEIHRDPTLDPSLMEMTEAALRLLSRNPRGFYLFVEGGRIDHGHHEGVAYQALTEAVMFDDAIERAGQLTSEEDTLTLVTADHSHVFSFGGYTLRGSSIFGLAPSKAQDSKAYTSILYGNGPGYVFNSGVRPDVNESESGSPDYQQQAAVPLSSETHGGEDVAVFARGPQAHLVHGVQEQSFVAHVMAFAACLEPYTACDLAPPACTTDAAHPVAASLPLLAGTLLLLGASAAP
# beta cell repl: inducers of MIN6 beta-cell proliferation, primary screen, ATP luminescence, uHTS; MIN6 cells proliferation, ATPlite luminescence, 48 h; cells starved in 0.2% serum; 100% = growth in 10% serum; proliferation, % at 10 µM; 0.29% of 330,000 active; AID 2380, 2010;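 active = compounds whose signal lies at least 3.5 SD above the mean of all wells on their plate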;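 note: 0% = DMSO-treated cells in low-serum medium and 100% = 10% serum control; some compounds called inactive have numbers as strong as hits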
# GRIN3A LBD mod: binders of NR3A ligand-binding domain, primary screen, biophysical, differential scanning fluorimetry, uHTS. Glutamate receptor ionotropic, NMDA 3A (GRIN3A) ligand-binding domain. NR3A LBD differential scanning fluorimetry, Tm shift; 0% = protein alone, 100% = glycine-bound protein. Tm shift relative to glycine control, % at 25 µM. 2.5% of 340,000 active;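 active = melting temperature shift of at least 10% of the positive control shift, at one fixed dose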
# APOBEC3A inh: APOBEC3A ssDNA deaminase inhibitors, primary screen, selectivity assay for APOBEC3G inhibitor project, biochemical, FAM/TAMRA oligo cleavage fluorescence; DNA dC->dU-editing enzyme APOBEC-3A (Homo sapiens), P31941; recombinant A3A, FAM/TAMRA ssDNA deamination fluorescence; inhibition, % at 20 µM; 0.41% of 330,000 active; AID 493011, 2011;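 active = at least 40% inhibition at 20 µM here, with at most 30% in a related deaminase screen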;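 note: plate controls were A3A with DMSO for no effect and wells lacking A3A enzyme for full effect; some results filed as inactive read as strong as hits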
# MPTP block: mitochondrial permeability transition pore inhibitors, primary screen, biochemical, isolated mouse mitochondria, absorbance | Ca2+ swelling absorbance, 30 min | inhibition, % at 10 µM | 1.4% of 360,000 active;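 active = inhibition of 50% or more, scaled per plate between neutral and stimulator controls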;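 note: 0% = DMSO wells given calcium and 100% = 1 mM EGTA wells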
# hIAP act: human IAP activators, primary screen, biochemical, luminescence, uHTS; Intestinal-type alkaline phosphatase (Homo sapiens), P09923; purified human IAP, CDP-Star luminescence, 30 min; active compounds read high; 1 = vehicle-only enzyme, 0 = enzyme-free background; activation factor at 10 µM; 0.16% of 330,000 active; AID 2524, 2010;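 active = activation factor of the enzyme at least 2-fold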; note: the source names both 10 and 20 µM as test concentration; values of inactives mirror those of a sister screen read the other way
# mIAP act: activators of mouse IAP, primary screen, biochemical, luminescence, uHTS; muIAP, CDP-Star luminescence, 30 min; active compounds read high; 1 = vehicle-only enzyme signal, 0 = enzyme-free wells; activation factor at 10 µM; 0.24% of 330,000 active; AID 2805, 2010;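 active = activation factor of at least 2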; note: the source names both 10 and 20 µM as test concentration; values of inactives mirror those of a sister screen read the other way
#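 Assay system: mouse IAP enzyme; reagent: chemiluminescent substrate CDP-Star; dosing: test compounds delivered from DMSO solution; schedule: 30 min at room temperature; measured by: luminescence from enzymatic CDP-Star hydrolysis; controls: DMSO-only wells and no-enzyme negative control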
# Numbers without * were called inactive; . = no result given.
SMILES	APOBEC3A inh	mIAP inh	beta cell repl	MPTP block	mIAP act	APOBEC3G inh	hIAP block	hIAP act	GRIN3A LBD mod
COc1ccc(N2CCN(CC(=O)NC(=O)NCc3ccccc3)CC2)cc1	1	-3	-1	-0.7	1	1	6	0.94	0
C/C=C/c1ccccc1OCc1ccc(C(=O)OC)o1	-3	7	0	0.1	0.93	-4	-3	1	-1
Cn1c(-c2ccccc2)c(CCO)c2ccccc21	-1	0	-4	0.2	1	-2	-4	1	-574
COc1cccc(/C=C/C(=O)OCC(=O)NCC2CCCCC2)c1OC	0	8	-1	-1.0	0.92	-1	0	1	1
CC1CC(C)(C)N(C(=O)CSc2ccc(-c3ccc(F)cc3)nn2)c2ccccc21 (stereo not given)	-5	5	-4	2.3	0.95	-10	4	0.96	0
CN1CCN(CC(=O)O)CC1	5	-1	-1	-0.6	1	-2	6	0.94	-1
Cc1ccccc1CS(=O)(=O)Cc1ccc(C(=O)NCCCN2CC(C)CC(C)C2)o1 (stereo not given)	1	8	1	1.7	0.92	-4	-1	1	4
CCCCNc1c(-c2cccc(-c3cc(C(C)=O)cs3)c2)nc2ccc(C)cn12	-6	9	-7	11	0.91	-3	0	1	-11
CCn1nnc(-c2ccccc2NS(=O)(=O)c2ccc(S(=O)(=O)N(C)C3CCCCC3)cc2)n1	1	2	-3	4.4	0.98	-2	-1	1	2
CCN(CC)C(=O)Cc1c(OC)ccc2cc(Br)ccc12	-2	0	2	0.3	1	-6	1	0.99	0
CC(=O)Nc1ccc(C(=O)NC2CCCC2)cc1	2	-8	3	7.5	1.1	1	0	0.99	3
O=C(Nc1nnc(-c2ccccc2)o1)c1cccc(S(=O)(=O)N2CCOCC2)c1	-3	9	-5	-0.5	0.91	-8	-12	1.1	-5
O=C(CCS(=O)(=O)c1ccc(Cl)cc1)Nc1ccccc1Br	1	-8	-2	0.4	1.1	-3	-8	1.1	0
CCC(C)C(=O)Nc1ccc(S(=O)(=O)Nc2nccs2)cc1 (stereo not given)	2	5	-2	0.7	0.95	19	8	0.92	-1
O=C(NCCCc1ccccc1)C1CCN(S(=O)(=O)c2ccc(F)cc2)CC1	0	-22	1	2.3	1.2	-2	-4	1	-3
Cc1nc(N)nc(SCc2ccc([N+](=O)[O-])cc2)c1N	-2	7	-2	1.4	0.93	-7	-1	1	2
COc1ccc(S(=O)(=O)N2CCCCC2)cc1NC(=O)CSc1ncccn1	-4	-4	1	0.5	1	-8	0	1	-3
Cc1nc2ccccn2c1C(=O)NNS(=O)(=O)c1ccc(Cl)cc1	-3	6	5	10	0.94	-5	-18	1.2	0
CNc1ccccc1C(=O)OCC(C)=O	0	-3	0	1.0	1	-3	9	0.91	-2
COc1ccc(S(=O)(=O)N2CCN(C(=O)CCSc3ccccc3)CC2)cc1	-3	2	-2	1.2	0.98	-8	0	1	-1
O=C(COC(=O)Cn1cnc2ccccc21)Nc1cccc([N+](=O)[O-])c1	-1	-8	-3	-1.4	1.1	-5	-13	1.1	-1
O=S(=O)(c1ccccc1)c1cc(O)ccc1O	4	10	-1	1.4	0.91	-4	7	0.93	2
COc1ccc(CNC(=O)/C=C/c2ccccc2[N+](=O)[O-])cc1	-3	8	-3	0.8	0.92	-6	-10	1.1	0
Cc1nn(-c2ccccc2)c2c1C(c1ccc(O)c(O)c1)N1C(=N2)C(Nc2ccccc2)=Nc2ccccc21 (stereo not given)	5	9	-7	-3.6	0.91	8	-44	1.4	1
CC(C)(C)OC(=O)NCCCC[C@H](NC(=O)c1nc[nH]c1C(=O)NCc1ccc(CNC(=O)OC(C)(C)C)cc1)C(=O)OC(C)(C)C	3	4	-6	0.1	0.96	-2	-17	1.2	-4
Cn1nnnc1SC(C(=O)Nc1cccc(C(F)(F)F)c1)c1ccccc1 (stereo not given)	4	-29	-3	-17	1.3	0	-4	1	13*
Cc1ccc(N(Cc2cc(=O)[nH]c3ccccc23)C(=O)C(C)C)c(C)c1	-2	-3	-2	0.8	1	-3	8	0.92	-11
CC(OC(=O)CN1C(=O)NC2(CCCC2)C1=O)c1ccc(F)cc1 (stereo not given)	1	-6	-7	-0.3	1.1	9	-3	1	0
COc1ccc(/C=N/N2CCOCC2)cc1COc1ccc(Cl)cc1	-3	5	-3	-0.6	0.95	-8	22	0.78	-8
CCOc1cc(NC(=S)NCCCN(C)C)c(OCC)cc1NC(=O)c1cccs1	-4	8	1	-0.3	0.92	-10	-2	1	-1

# Reformatted: entries from further up
Cc1ccc(N(Cc2cc(=O)[nH]c3ccccc23)C(=O)C(C)C)c(C)c1
  APOBEC3A inh: -2; mIAP inh: -3; beta cell repl: -2; MPTP block: 0.8; mIAP act: 1; APOBEC3G inh: -3; hIAP block: 8; hIAP act: 0.92; GRIN3A LBD mod: -11
CC(OC(=O)CN1C(=O)NC2(CCCC2)C1=O)c1ccc(F)cc1 (stereo not given)
  APOBEC3A inh: 1; mIAP inh: -6; beta cell repl: -7; MPTP block: -0.3; mIAP act: 1.1; APOBEC3G inh: 9; hIAP block: -3; hIAP act: 1; GRIN3A LBD mod: 0

# Complete entries, looked up by structure. Order of values: APOBEC3A inh | mIAP inh | beta cell repl | MPTP block | mIAP act | APOBEC3G inh | hIAP block | hIAP act | GRIN3A LBD mod
# CCCCNc1c(-c2cccc(-c3cc(C(C)=O)cs3)c2)nc2ccc(C)cn12 reads -6 | 9 | -7 | 11 | 0.91 | -3 | 0 | 1 | -11
# Cn1nnnc1SC(C(=O)Nc1cccc(C(F)(F)F)c1)c1ccccc1 (stereo not given) reads 4 | -29 | -3 | -17 | 1.3 | 0 | -4 | 1 | 13*
# CNc1ccccc1C(=O)OCC(C)=O reads 0 | -3 | 0 | 1.0 | 1 | -3 | 9 | 0.91 | -2
# O=C(COC(=O)Cn1cnc2ccccc21)Nc1cccc([N+](=O)[O-])c1 reads -1 | -8 | -3 | -1.4 | 1.1 | -5 | -13 | 1.1 | -1
# CCN(CC)C(=O)Cc1c(OC)ccc2cc(Br)ccc12 reads -2 | 0 | 2 | 0.3 | 1 | -6 | 1 | 0.99 | 0

# Following part
SMILES	APOBEC3A inh	mIAP inh	beta cell repl	MPTP block	mIAP act	APOBEC3G inh	hIAP block	hIAP act	GRIN3A LBD mod
c1ccc(-c2cn(-c3ccccc3)c3[n+]2CCCS3)cc1	-6	-6	-4	1.3	1.1	-7	-8	1.1	1
CCOc1ccc(C(=O)/C=C/Nc2ccc(S(=O)(=O)Nc3cc(C)nc(C)n3)cc2)cc1	-2	1	-2	.	0.99	-9	1	0.99	-6
Cc1ccc(S(=O)(=O)N(C)C)cc1NC(=O)COC(=O)c1n[nH]c(=O)c2ccccc12	5	-2	11*	-1.3	1	-11	-13	1.1	0
CC(C)(C)C1=CC(=O)C(N2CCOCC2)=CC1=O	0	-8	0	2.6	1.1	-2	7	0.93	0
COc1cc(C(=O)N/N=C/c2cn(Cc3cccc(F)c3)c3ccccc23)ccc1O	-3	-3	-3	0.1	1	-6	-23	1.2	6
CCN(CC)c1ccc(/C=C2\C(=O)N(c3nnc(C)c(=O)[nH]3)N=C2C)cc1	6	33	-6	11	0.67	2	-16	1.2	2
CC(OC(=O)CCCSc1nc2ccccc2s1)C(=O)NC(N)=O (stereo not given)	0	-13	1	0.2	1.1	-2	-3	1	-2
COc1ccc(N2CC(C(=O)N(C)CC(=O)Nc3ccc(Cl)c(C(F)(F)F)c3)CC2=O)c(OC)c1 (stereo not given)	3	-2	0	-1.2	1	-4	0	1	-4
c1ccn2cc(-c3ccc4c(c3)OCO4)cc2c1	2	17	-5	-6.9	0.83	-1	8	0.92	-1
CCc1ccc(NC(=O)CSc2nc(O)cc(=O)n2C2CCCC2)cc1	-10	4	-2	2.0	0.96	-6	-2	1	-2
COc1cccc(OCC(=O)N2CCCc3ccccc32)c1	3	-2	-3	-0.4	1	0	-11	1.1	-3
COc1ccc2c(c1)C=Cc1ccccc1O2	5	-9	-2	.	1.1	2	-4	1	.
COc1cccc(N(CC(=O)NCC2CCCO2)C(=O)CNS(=O)(=O)c2ccccc2)c1 (stereo not given)	-2	3	8.4*	-1.5	0.97	-8	8	0.92	-2
Cc1cc(S(=O)(=O)N2CCCC(C)C2)ccc1-n1cnnn1 (stereo not given)	-5	-4	0	-0.4	1	-2	-23	1.2	0
CC(=O)NNc1cc(C)nc(N)n1	-1	4	2	1.6	0.96	-5	-14	1.1	-1
CC(C)CCNC(=O)NC(=O)COC(=O)CCN=C1NS(=O)(=O)c2ccccc21	4	9	-3	-1.1	0.91	-6	15	0.85	0
O=C(N/N=C\c1ccncc1)c1ccccc1O	-6	0	1	0.8	1	-8	-19	1.2	0
N#CCSc1ccsc1C(=O)Nc1ccc(F)cc1	2	12	0	0.1	0.88	-5	3	0.97	0
CCN(CC(=O)Nc1c(F)cccc1F)C(=O)c1cccc(S(=O)(=O)N(C)c2ccccc2)c1	-4	6	-4	-0.1	0.94	-10	10	0.9	2
CC(C)C(C(=O)NCC1CCCO1)N(C(=O)CNS(=O)(=O)c1ccccc1)C1CCCCC1 (stereo not given)	0	-5	-1	0.5	1	-4	8	0.92	0
CC(C)n1c(=S)[nH]c2cc(Cl)ccc21	-2	8	-2	0.6	0.92	14	-4	1	0
Cc1ccc(NC(=O)Cc2ccccc2)c(C)c1	1	-1	2	.	1	-6	8	0.92	.
COc1cc2c(cc1OC)C(C)N(Cc1ccc3c(c1)OCO3)CC2 (stereo not given)	31	-1	5	3.9	1	34	3	0.97	-3
Cc1cc(Cl)c(S(=O)(=O)NC(C)C)cc1OCC(N)=O	4	-6	3	-0.2	1.1	-5	5	0.95	-1
O=C(CCCn1cnc([N+](=O)[O-])n1)Nc1ccc(F)c(Cl)c1	3	2	-1	1.8	0.98	-1	-2	1	-1
Cc1cc(/C=C2/C(=O)NN(c3ccccc3)C2=O)c(C)n1-c1ccc(O)cc1	-2	-1	0	0.6	1	-6	-1	1	-3
CCCN(CCO)Cc1ccc(F)c(Br)c1	-1	-3	-1	-0.3	1	-4	15	0.85	0
CC1(C)C2CCC1(C)C(OC(=O)CCn1ccnc1)C2 (stereo not given)	7	-5	4	-7.6	1	-3	-15	1.1	-1
COc1ccc(NC(=O)Cn2nnc(C(=O)NCCc3ccc(OC)c(OC)c3)c2N)cc1	6	4	-2	0.4	0.95	0	-12	1.1	-1
